Screening results: PubChem, several laboratories
NSD2 inh: NSD2 (human) methyltransferase inhibition; O96028; NSD2 peptide methylation, AlphaScreen, 120 min; inhibition, % at 12.5 µM; hit rate 0.54% among 310,000; in the data active = inhibition above about 50%
PKA-R1A activ: activators of PKA-R1A complex; PKA-R1A dissociation, Cy5-IP20 fluorescence polarization; scaled: DMSO 0%, 113 µM cGMP 100%; activation, % at 11.4 µM; hit rate 0.083% among 340,000; AID 504707;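 active = percent activation above the mean of all tested compounds plus 3 SD, cut at about 19% in these data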;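 note: higher means more PKAc released from R1A so a rise in polarization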
SUMO Mot1 rescue: SUMOylation pathway inhibition by Mot1-301 growth rescue | growth rescue, % at 18.8 µM | S. cerevisiae Mot1-301 growth rescue, ATP luminescence, 38.5C; percent above DMSO median, 100 means doubled | hit rate 1% among 320,000;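 active = every valid replicate shows activation above 250% relative to neutral control wells; inactive = the rest, any valid replicate at or below 250%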;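 note: OY570 slx delta 5 strain wells were the positive control but not used for scaling; some compounds called inactive have numbers as strong as hits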
Pemphigus Ab inh: inhibitors of pemphigus antibody binding to human desmoglein-3; binding (percent of control), % at 10 µM; DSG3-coupled beads, scFv-anti-DSG3-GFP binding, flow cytometry; stronger effect = lower value; hit rate 0.48% among 310,000;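 active = binding more than 3 SD below its plate's average and above zero; inconclusive = below that plate limit but binding exactly zero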; note: some compounds called inactive have numbers as strong as hits
PKA-R2B activ: PKA-R2B complex activation; hit rate 0.079% among 340,000; activation, % at 11.4 µM; PKA-R2B holoenzyme dissociation, Cy5-IP20 fluorescence polarization; R2B truncated from residue 108, S112A mutant; 0% DMSO only, 100% 113 µM cGMP; P22694+P31323; AID 504700;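 active = activation above a cutoff set at the mean over all compounds plus 3 SD, cut at about 18% in these data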;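 note: higher means more holoenzyme dissociation and a rise in polarization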
CDK5 p35 inh: CDK5/p35 (human) kinase inhibition | Q00535+Q15078 | Recombinant CDK5/p35, ADP-Glo luminescence, 60 min | inhibition, % at 10 µM | hit rate 0.01% among 330,000 | AID 488839;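 active = highest replicate inhibition of at least 50% and at least 75% of replicates reaching 50%; inconclusive = only one of the two criteria met; inactive = both criteria failed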;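 note: plate controls were DMSO neutral control for no effect and GW8510 at 10 µM for full effect; many of its hits are not listed in these tables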
Target sequence (Q00535 whole entry, looked up): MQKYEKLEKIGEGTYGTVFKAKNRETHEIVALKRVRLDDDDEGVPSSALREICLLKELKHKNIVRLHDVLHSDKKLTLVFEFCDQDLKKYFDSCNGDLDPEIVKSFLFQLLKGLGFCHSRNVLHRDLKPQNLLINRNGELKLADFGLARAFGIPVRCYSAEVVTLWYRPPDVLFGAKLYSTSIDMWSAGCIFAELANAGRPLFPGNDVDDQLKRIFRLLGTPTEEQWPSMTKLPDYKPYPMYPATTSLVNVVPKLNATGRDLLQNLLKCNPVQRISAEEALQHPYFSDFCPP
Target sequence (Q15078 whole entry, looked up): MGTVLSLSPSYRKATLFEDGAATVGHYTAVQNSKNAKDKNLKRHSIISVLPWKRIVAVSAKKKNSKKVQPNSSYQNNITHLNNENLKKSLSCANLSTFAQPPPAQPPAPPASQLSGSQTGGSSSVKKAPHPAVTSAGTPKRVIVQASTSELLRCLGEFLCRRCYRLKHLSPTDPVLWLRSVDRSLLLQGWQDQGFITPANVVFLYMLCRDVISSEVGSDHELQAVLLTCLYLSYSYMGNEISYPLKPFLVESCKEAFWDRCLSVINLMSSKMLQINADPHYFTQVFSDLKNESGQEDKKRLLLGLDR
SR-BI DiI inh: inhibitors of mouse SR-BI mediated HDL lipid uptake | inhibition, % at 12.5 µM | ldlA[mSR-BI] CHO cells, DiI-HDL uptake fluorescence, 3 h | hit rate 0.96% among 320,000 | AID 488896 | Q61009;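 active = mean replicate inhibition of at least 70% and a set share of replicates each scoring 70 or more; inconclusive = meets just one of the two criteria; inactive = fails both criteria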;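 note: 0% = median of neutral control wells and 100% = median of positive control wells; values of inactives mirror those of a sister screen read the other way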
Target sequence (Q61009 whole entry, looked up): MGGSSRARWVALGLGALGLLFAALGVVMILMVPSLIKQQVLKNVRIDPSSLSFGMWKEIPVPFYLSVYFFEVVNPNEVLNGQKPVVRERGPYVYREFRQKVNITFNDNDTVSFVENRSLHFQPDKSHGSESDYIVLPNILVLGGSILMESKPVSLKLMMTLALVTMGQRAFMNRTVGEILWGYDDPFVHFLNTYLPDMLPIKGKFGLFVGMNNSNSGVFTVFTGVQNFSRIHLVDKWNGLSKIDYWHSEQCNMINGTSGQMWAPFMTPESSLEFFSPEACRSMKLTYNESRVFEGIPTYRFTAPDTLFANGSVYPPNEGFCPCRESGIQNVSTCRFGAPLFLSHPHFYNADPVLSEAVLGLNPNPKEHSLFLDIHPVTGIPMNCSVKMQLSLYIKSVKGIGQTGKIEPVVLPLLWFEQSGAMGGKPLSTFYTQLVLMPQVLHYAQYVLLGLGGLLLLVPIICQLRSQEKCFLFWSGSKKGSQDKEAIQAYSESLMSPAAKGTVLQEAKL
SR-BI DiI-HDL act: enhances SR-BI lipid uptake from DiI-HDL. CHO ldlA[mSR-BI] cells, DiI-HDL uptake fluorescence, 3 h; 100 = double the neutral-control signal. activation, % at 12.5 µM. hit rate 0.096% among 320,000;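 active = mean replicate activation of at least 60% and every replicate at or above 60%; inconclusive = mean or all-replicate condition met, but not both; inactive = mean below 60% and not all replicates reaching 60%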;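 note: 0% = median plate neutral-control signal and 100% = twice that signal; values of inactives mirror those of a sister screen read the other way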
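system = CHO ldlA[mSR-BI] cells, LDL receptor-null, SR-BI overexpressing | medium = Ham's F12 with 0.5% BSA, HEPES 25 mM, pH 7.4 | probe or stimulus = DiI-HDL 10 µg/mL | compound dosing = single-point compound dose | incubation = compound exposure 3 h, 37 °C | technique = DiI fluorescence, bottom read | read-out = cell-associated DiI fluorescence as measure of HDL uptake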
MITF act: increases MITF-driven TRPM1 promoter luciferase signal; SK-MEL-5 TRPM1-promoter luciferase, 24 h; % of positive control, neutral wells = 0; AID 588334; hit rate 0.75% among 300,000; activation, % at 12.5 µM;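 active = mean activation of at least 80% with every replicate also reaching 80%; inconclusive = mean reaches 80% but some replicate falls short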;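 note: 0% = neutral control wells and 100% = parthenolide positive control wells; values of inactives mirror those of a sister screen read the other way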
dFosB act: activators of mouse delta FosB homodimer; hit rate 0.99% among 340,000; activation, % at 25 µM; purified delta FosB, TAMRA-CDK5 oligo fluorescence polarization; percent of positive-control signal above neutral wells; AID 493131; P13346;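 active = mean activation above about 17%, with every replicate also reaching it, limit read from the data, passing the limit was not always enough; inconclusive = only one of the two conditions met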;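 note: fluorescence polarization rise as delta FosB binds a TAMRA Cdk5 AP-1 oligo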
Arrestin-AP2 inh: blocks beta-arrestin peptide binding to AP2 adaptin; FITC-arrestin peptide / GST-AP2 beads, flow cytometry; AP2 beta2 appendage carries R879A mutation; inhibition, % at 10 µM; hit rate 0.31% among 340,000; AID 504490;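 active = inhibition above a set limit, near 3 SD of compounds lacking own fluorescence, cut at about 54% in these data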;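 note: plate controls were DMSO wells for no effect and 5 µM unlabelled arrestin peptide for full effect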
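System: GST-tagged AP2 beta2-adaptin appendage (R879A) on 4 µm glutathione beads / Reagent: FITC-arrestin peptide, 50 nM / Detection: HyperCyt-sampled flow cytometry, FL1 channel, ex 488/em 535 nm / Timing: 12 min plus 1 h, RT / Buffer or medium: PBS plus Tween 20 (0.05%) and BSA (0.1%)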
The depositor's hits bear a star; ? = inconclusive; . = not tested or not shown.

Every second line gives: NSD2 inh	PKA-R1A activ	SUMO Mot1 rescue	Pemphigus Ab inh	PKA-R2B activ	CDK5 p35 inh	SR-BI DiI inh	SR-BI DiI-HDL act	MITF act	dFosB act	Arrestin-AP2 inh
> CC1CN(S(=O)(=O)c2ccc(NC(=O)c3cc(-c4ccccc4O)n[nH]3)cc2)CC(C)O1 (configuration not stated)
  17.8	-12.1	-6.2	99.6	-4.5	0.0	19.1	-19.1	.	8.6	6.0
> Cn1c2c(c(=O)n(C)c1=O)[C@@]1(C(=O)Nc3ccccc31)C(C#N)=C(N)O2
  -0.2	1.6	-19.5	84.7	-2.9	1.0	-22.4	22.4	-12.2	0.1	-0.2
> O=C(NCCCN1CCCC1=O)c1cc(-c2ccc(F)cc2)nc2ccccc12
  -2.4	-12.6	2.2	91.1	-1.2	-1.1	61.6	-61.6	22.1	-4.8	7.4
> Cc1cccc(C(=O)c2c(N)sc3c2CCCC3)c1
  1.8	-4.5	-7.3	83.1	9.0	0.4	64.6	-64.6	17.9	-0.6	23.1
> OCC[C@@H]1C[C@@H](O)[C@H](O)[C@]2(Cc3ccccc3O2)O1
  .	-2.3	-22.3	100.5	-7.9	-0.3	-10.4	10.4	12.4	-5.8	1.7
> COc1cccc(-c2nn(-c3ccccc3)cc2CN(C)C(C)c2ccncn2)c1 (configuration not stated)
  0.2	-7.1	190.1	85.0	10.2	-0.1	18.1	-18.1	17.1	-14.8	2.4
> Cc1cc2nc(-c3ccncc3)cc(C(F)(F)F)n2n1
  -2.7	-7.5	.	115.6	-3.7	0.3	-11.4	11.4	12.4	-6.8	0.7
> COCCNC(=O)C(=O)NCC1OCCN1S(=O)(=O)c1ccc(C)cc1 (configuration not stated)
  3.9	-5.9	-13.1	100.5	-6.9	-0.5	-15.8	15.8	0.1	-4.0	-6.6
> Cn1c(NC(=O)CC(C)(C)C)cc(=O)n(C)c1=O
  .	-6.0	-5.8	84.2	5.7	0.4	-0.8	0.8	.	1.6	0.1
> COc1ccccc1CNS(=O)(=O)c1cc(-c2cc(C)no2)ccc1C(C)C
  -0.3	0.1	311.5	.	-5.5	-0.2	3.7	-3.7	4.5	4.4	17.3

Every second line gives: NSD2 inh	PKA-R1A activ	SUMO Mot1 rescue	Pemphigus Ab inh	PKA-R2B activ	CDK5 p35 inh	SR-BI DiI inh	SR-BI DiI-HDL act	MITF act	dFosB act	Arrestin-AP2 inh
> O=C(COc1nnc2ccccn12)N1CCN(S(=O)(=O)c2ccccc2)CC1
  1.3	5.5	-19.8	103.1	11.8	-1.6	-20.7	20.7	-12.4	1.9	-5.8
> CC(=O)c1ccc(NC(=S)N2CCN(c3ccccn3)CC2)cc1
  -1.6	0.1	-17.2	97.1	-5.0	-2.1	22.4	-22.4	-6.9	-3.5	-9.5
> COc1ccc(/C=N/NC(=O)CCc2ccccc2)cc1O
  0.2	4.7	13.5	88.1	6.1	-1.1	-6.2	6.2	-9.3	-3.5	5.8
> O=C(NC1CCCc2ccccc21)C12CC3CC(CC(O)(C3)C1)C2 (configuration not stated)
  -2.5	-5.3	1.3	98.5	0.0	0.0	-0.3	0.3	-8.1	-2.0	25.4
> O=C(COC(=O)COc1ccc(Cl)cc1Br)NC1CCCCCC1
  2.5	-4.1	18.5	107.4	-5.8	-0.7	-43.7	.	-1.0	-5.7	49.0
> O=S(=O)(Cc1ccc(Cl)cc1)C1CCCCC1O (configuration not stated)
  -2.9	0.3	23.5	103.4	-9.6	0.9	-12.3	12.3	3.0	7.4	1.8
> CC(=O)Nc1ccc(S(=O)(=O)N(C)CC(=O)Nc2ccccc2N2CCCC2)cc1
  -6.8	2.2	-1.4	102.6	2.6	1.1	2.1	-2.1	-3.9	-0.1	3.1
> O=C(COC(=O)CC1CC2CCC1C2)Nc1c(F)cccc1F (configuration not stated)
  1.1	-2.9	-4.7	112.1	3.9	1.0	-11.5	11.5	1.2	-0.8	12.5
> O=C1NC(=S)S/C1=C\c1coc2ccc(O)cc2c1=O
  .	6.5	6.0	90.7	4.4	-0.2	11.9	-11.9	0.6	2.3	-5.7
> Cc1ccc(C(=O)NCC(=O)NCCCc2ccccc2)cc1
  -5.5	3.7	1.4	104.9	-1.9	-2.1	.	.	16.0	-2.4	-2.2

Every second line gives: NSD2 inh	PKA-R1A activ	SUMO Mot1 rescue	Pemphigus Ab inh	PKA-R2B activ	CDK5 p35 inh	SR-BI DiI inh	SR-BI DiI-HDL act	MITF act	dFosB act	Arrestin-AP2 inh
> COc1cc(/C=C/C(=O)OCC(=O)N2CCCc3ccccc32)ccc1O
  1.6	-10.2	15.7	98.4	2.2	-1.3	22.1	-22.1	-6.9	-0.4	38.6
> O=C(Nc1ccc(Cl)cn1)c1ccc2ccccc2n1
  0.0	-1.4	9.3	100.4	-6.2	-0.8	4.6	-4.6	44.8	-3.2	12.2
> CSCC[C@H](NC(=O)[C@@H]1Cc2ccccc2CN1)C(=O)Nc1ccc2c(c1)OCO2
  2.4	0.7	7.5	.	4.7	1.2	2.2	-2.2	1.5	-4.9	-1.0
> CCc1cc(=O)oc2cc(OC(C)=O)cc(OC(C)=O)c12
  4.4	1.2	-16.1	107.3	-4.1	0.6	10.7	-10.7	8.5	0.2	23.0
> O=C1CC(N2CCN(c3ccccc3)CC2)C(=O)N1c1ccc2c(c1)OCCO2 (configuration not stated)
  1.9	-21.1	249.4	99.6	0.4	-0.6	-6.8	6.8	-0.4	-15.7	5.5
> O=C(CN1c2cccc3cccc(c23)S1(=O)=O)NCc1ccc2c(c1)OCO2
  2.6	-5.3	-7.1	107.9	6.3	-0.8	-0.4	0.4	12.8	-8.3	10.5
> CCN(CC(=O)Nc1ccccc1OC)C(=O)c1ccc2[nH]c3c(c2c1)CC(C)CC3 (configuration not stated)
  -0.4	4.0	-8.7	101.1	-4.1	0.3	33.3	-33.3	1.5	-3.1	14.5
> O=C(c1cccc(C(F)(F)F)c1)N1CCc2c([nH]c3ccccc23)C1C(F)(F)F (configuration not stated)
  -1.0	-2.5	-7.3	.	4.8	-0.6	30.2	-30.2	-5.1	-2.8	-6.7
> Cc1ccc2c(c1)N(C(C)C(=O)NCCc1ccccc1)C(=O)CO2 (configuration not stated)
  -1.2	3.2	-4.9	96.4	5.8	1.1	-18.3	18.3	10.4	1.8	7.7
> Cc1cc(C)nc(N2CCCC(C(=O)NCc3cccs3)C2)n1 (configuration not stated)
  -3.8	-0.4	26.2	114.7	5.0	-1.0	-5.6	5.6	2.5	12.9	-12.7

Every second line gives: NSD2 inh	PKA-R1A activ	SUMO Mot1 rescue	Pemphigus Ab inh	PKA-R2B activ	CDK5 p35 inh	SR-BI DiI inh	SR-BI DiI-HDL act	MITF act	dFosB act	Arrestin-AP2 inh
> O=c1c2ccccc2oc2ccc(NCCCn3ccnc3)cc12
  .	3.5	-6.9	101.1	1.6	2.2	-14.5	14.5	42.6	0.8	0.0
> Cc1ccc(S(=O)(=O)Nc2n[nH]nc2C(=O)NC2CCCCC2)cc1
  -6.2	.	517.4*	98.2	.	-0.5	-1.7	1.7	-2.2	-4.4	-7.9
> CCN(CC)c1ccc(/C=N/NC(=O)c2ccoc2C)c(O)c1
  4.1	-5.4	-26.0	48.3*	-13.9	3.9	100.1*	-100.1	-16.4	-11.2	4.6
> CCOC(=O)c1c(S(=O)(=O)NCC(=O)Nc2ccccc2F)c(C)n(C)c1C
  1.5	-5.4	0.1	.	-2.5	-4.6	-15.2	15.2	3.5	-2.3	3.6
> Nc1ccc(O)c2c1C(=O)c1ccccc1C2=O
  .	-9.5	-42.9	92.0	-6.9	2.6	29.9	-29.9	-9.9	-109.5	1.6
> Cc1ccc(-c2ccc(=O)[nH]n2)cc1
  -4.3	-9.0	-5.5	95.6	0.8	-0.9	-23.4	23.4	-17.1	-7.5	-7.0
> Cc1ccc(S(=O)(=O)N2CCC(C(=O)Nc3ccc(C(C)C)cc3)CC2)cc1
  0.7	-16.9	25.1	110.4	-5.3	-1.7	-2.9	2.9	-6.9	-0.9	-2.4
> COc1ccc(/C(N)=N/OC(=O)CCc2ccccc2)cc1
  -2.4	-6.9	5.7	99.3	-2.2	0.3	-36.7	36.7	11.6	1.1	-4.6
> CC1(C)CC(=O)C(C=NCC(N)=O)=C(O)C1
  -2.2	2.5	-3.5	102.8	-2.8	2.0	-5.5	5.5	1.2	4.6	3.7
> O=C(CSc1nc(-c2ccccc2)cc(=O)[nH]1)Nc1ccccc1
  -1.8	8.2	435.9	94.0	-3.0	-1.4	-14.4	14.4	2.8	?	-8.6
> CCOC(=O)c1cnn(-c2cc(C)cc(C)c2)c1N
  -7.5	-0.1	5.3	102.9	-4.4	1.3	-0.2	0.2	5.4	3.1	6.9
> CNc1cnn(-c2ccc(C)cc2)c(=O)c1Cl
  -2.8	-7.6	-20.3	117.0	-1.1	-1.3	-32.2	32.2	64.6	3.7	1.1

Quoted at random: six records from the list
Every second line gives: NSD2 inh	PKA-R1A activ	SUMO Mot1 rescue	Pemphigus Ab inh	PKA-R2B activ	CDK5 p35 inh	SR-BI DiI inh	SR-BI DiI-HDL act	MITF act	dFosB act	Arrestin-AP2 inh
> O=c1c2ccccc2oc2ccc(NCCCn3ccnc3)cc12
  .	3.5	-6.9	101.1	1.6	2.2	-14.5	14.5	42.6	0.8	0.0
> CC1(C)CC(=O)C(C=NCC(N)=O)=C(O)C1
  -2.2	2.5	-3.5	102.8	-2.8	2.0	-5.5	5.5	1.2	4.6	3.7
> CCOC(=O)c1cnn(-c2cc(C)cc(C)c2)c1N
  -7.5	-0.1	5.3	102.9	-4.4	1.3	-0.2	0.2	5.4	3.1	6.9
> Cc1ccc(S(=O)(=O)Nc2n[nH]nc2C(=O)NC2CCCCC2)cc1
  -6.2	.	517.4*	98.2	.	-0.5	-1.7	1.7	-2.2	-4.4	-7.9
> COc1ccc(/C(N)=N/OC(=O)CCc2ccccc2)cc1
  -2.4	-6.9	5.7	99.3	-2.2	0.3	-36.7	36.7	11.6	1.1	-4.6
> Nc1ccc(O)c2c1C(=O)c1ccccc1C2=O
  .	-9.5	-42.9	92.0	-6.9	2.6	29.9	-29.9	-9.9	-109.5	1.6
